Compound activity (PubChem BioAssay)
E-sel inducer – E-selectin induction in HUVECs, primary screen, imaging, HUVEC, immunofluorescence imaging, single point | AID 686992, 2013 | 0.37% of 260,000 active | normalized: neutral wells 0, TNF-alpha wells 100 | activation, % at 7.58 µM;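 active = mean E-selectin-positive cell signal at least 10% of the positive control, reached in at least 60% of replicates, without over 20% cell loss; inconclusive = no rule given, readout overlaps actives, possibly toxicity-flagged; inactive = the rest, including those meeting only one limit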;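 also: in these data hits start at about 27%; measured in HUVEC primary endothelial cells; signal is the percent of cells scored E-selectin positive by PE staining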
Target sequence (P16581 whole entry, looked up): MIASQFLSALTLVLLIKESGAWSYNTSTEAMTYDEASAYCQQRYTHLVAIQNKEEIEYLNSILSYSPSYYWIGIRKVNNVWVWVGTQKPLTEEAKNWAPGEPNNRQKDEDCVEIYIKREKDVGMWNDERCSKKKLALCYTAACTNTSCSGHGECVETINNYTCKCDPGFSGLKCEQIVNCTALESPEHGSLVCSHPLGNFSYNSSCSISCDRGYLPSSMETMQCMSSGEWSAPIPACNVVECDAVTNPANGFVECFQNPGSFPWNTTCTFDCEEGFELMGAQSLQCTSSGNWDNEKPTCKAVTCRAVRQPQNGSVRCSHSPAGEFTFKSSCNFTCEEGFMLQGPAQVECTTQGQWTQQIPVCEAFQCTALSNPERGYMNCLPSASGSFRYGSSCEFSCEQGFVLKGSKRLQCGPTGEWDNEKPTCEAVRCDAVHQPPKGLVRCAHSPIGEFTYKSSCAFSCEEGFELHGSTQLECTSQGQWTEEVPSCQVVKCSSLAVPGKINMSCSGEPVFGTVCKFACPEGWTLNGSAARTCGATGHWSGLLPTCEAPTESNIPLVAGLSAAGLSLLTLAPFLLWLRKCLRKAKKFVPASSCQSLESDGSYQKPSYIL
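material = human umbilical vein endothelial cells (HUVEC), E-selectin induction | quantity = 3,000 cells/well | medium = EGM-2 growth medium on 0.1% gelatin-coated wells | technique = immunofluorescence imaging | read-out basis = % PE-positive cells | control set = TNF-alpha positive control, DMSO neutral control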
S100A4 MyoIIA – inhibitors of S100A4-myosin IIA peptide binding, primary screen, biochemical, fluorescence polarization, TAMRA-MyoIIA peptide; AID 652163, 2013; 0.14% of 360,000 active; Protein S100-A4 (Homo sapiens), P26447; inhibition, % at 10.7 µM;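 active = mean inhibition of at least 70% across replicates, with every replicate also reaching that level; inconclusive = mean inhibition reaches 70% but some replicates fall short; inactive = mean inhibition below 70%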
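System – human S100A4 monomer protein, biochemical binding assay · Buffer or medium – Calcium-containing HEPES buffer, pH 7.2 · Timing – 5 min between mix addition and reading · Also added – TAMRA-labelled myosin IIA heavy-chain peptide probe, 5 nM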
FN deposition inh – inhibitors of fibronectin matrix deposition, primary screen, AH1F cells, Alexa488-fibronectin fluorescence, plate reader; AID 743247, 2014; 0.086% of 350,000 active; inhibition, % at 12.6 µM; AH1F fibroblasts, overnight;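 active = mean inhibition across replicates of 30% or more, regardless of how many single replicates reach that level; inconclusive = mean under 30% yet at least half of replicates reach 30%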;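 also: positive control wells lacked labelled fibronectin entirely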
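Material: AH1F fibroblasts assembling fluorescent fibronectin matrix; amount: 10000 AH1F cells/well; medium: DMEM, 2% serum; reagent: Alexa488-fibronectin, 24 nM final in well; dosing: single compound dose, delivered by pin transfer; incubation: 1 h adhesion, overnight exposure; detection: fluorescence after three HBSS washes, excitation 485 nm, emission 525 nm; measure: fibronectin deposition inhibition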
RAD54 inh – inhibitors of human RAD54 branch migration, primary screen, biochemical, fluorescence, single point; DNA repair and recombination protein RAD54-like (Homo sapiens), Q92698; RAD54 Holliday junction branch migration, FAM/BHQ fluorescence; inhibition, % at 10.4 µM; 0.14% of 360,000 active; AID 602329, 2012;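 active = mean normalized replicate activity at least 40 and at least half of replicates scoring 40 or more; inconclusive = only one of the two criteria met; inactive = mean below 40 and under half of replicates reaching 40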;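 also: 0% = median of neutral control wells and 100% = median of positive control wells; inhibitors cause a drop in the FAM fluorescence signal; in these data hits start at about 50%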
RAD52 anneal inh – RAD52 DNA annealing inhibitors, primary screen, biochemical, FRET, single point, set 2; DNA repair protein RAD52 homolog (Homo sapiens), P43351; recombinant RAD52 DNA annealing, FRET fluorescence; 0.46% of 360,000 active; inhibition, % at 18.7 µM;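 active = every replicate showing at least 50% inhibition; inconclusive = mean inhibition at least 50% but not in every replicate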
Target sequence (P43351 whole entry, looked up): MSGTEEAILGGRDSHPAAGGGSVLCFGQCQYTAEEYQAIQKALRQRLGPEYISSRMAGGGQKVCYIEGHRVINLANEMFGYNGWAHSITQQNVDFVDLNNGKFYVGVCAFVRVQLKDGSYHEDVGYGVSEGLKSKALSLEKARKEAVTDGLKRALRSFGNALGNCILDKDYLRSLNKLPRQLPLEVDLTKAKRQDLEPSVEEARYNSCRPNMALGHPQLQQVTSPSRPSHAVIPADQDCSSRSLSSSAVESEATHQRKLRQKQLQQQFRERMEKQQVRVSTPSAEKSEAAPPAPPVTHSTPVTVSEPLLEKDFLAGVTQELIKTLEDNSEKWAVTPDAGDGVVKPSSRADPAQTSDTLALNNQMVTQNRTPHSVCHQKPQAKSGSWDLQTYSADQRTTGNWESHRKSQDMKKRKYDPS
esBAF inh – Bmi1 luciferase reporter increase in mESCs, primary screen, esBAF inhibitor project, mouse ES cells, Bmi1 luciferase knock-in, single point; reporter increase, % at 12.5 µM; 24 h; 100% = twice the neutral-well signal; 2% of 350,000 active; AID 602393, 2012; in the data active = activation above about 40%; inconclusive = no clear call, values can overlap the other calls;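 also: 0% = median of the plate's neutral control wells and 100% = double that signal; a rise in the Bmi1 reporter signal indicates esBAF inhibition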
Xi reactivation – activators of inactive X chromosome reactivation, primary screen, imaging, XiGFP fibroblasts, GFP high-content imaging, set 2; XiGFP mouse fibroblasts, % GFP-positive cells imaging, 3 d; cells co-treated with 5-aza-dC sensitizer; scaled so ellipticine positive control = 100%; activation, % at 7.58 µM; 0.055% of 360,000 active; AID 743238, 2013;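 active = mean normalized replicate activation at least 10% and every replicate at or above 10%; inconclusive = only one of the two criteria met; inactive = mean below 10% and not all replicates reach 10%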;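 also: 0% = median of on-plate neutral control wells and 100% = ellipticine 6 µM median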
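assay system = SV40-immortalized XiGFP fibroblast cells, line 68-5-11 | buffer or medium = DMEM plus 5-aza-dC sensitizer | doses = single-point pinned compound dosing | times = 3-day compound exposure, then 15 min fixation at room temperature | benchmarks = positive control ellipticine, 6 µM final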
EWS-Fli block – EWS/Fli-driven NR0B1 reporter inhibitors, primary screen, A673 cells, NR0B1 luciferase, luminescence, MLPCN library; viability-normalised; inhibition, % at 12.6 µM; 0.67% of 350,000 active;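 active = mean inhibition of at least 50% after viability correction, with every replicate also passing that limit; inconclusive = mean reaches 50% but only one of two replicates passes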;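 also: firefly luciferase signal divided by Alamar Blue viability fluorescence both relative to DMSO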
Active calls of the source: *; ? = inconclusive; . = no result given; & = joins results of further samples.

SMILES	E-sel inducer	S100A4 MyoIIA	FN deposition inh	RAD54 inh	RAD52 anneal inh	esBAF inh	Xi reactivation	EWS-Fli block
Cc1ccc(S(=O)(=O)N2CCN(c3ccc([N+](=O)[O-])cn3)CC2)cc1	.	-7.7	-0.6	.	-32.7	.	0.0	10.5
Cc1noc(C)c1S(=O)(=O)Nc1ccc2c(c1)CC(=O)N([C@@H](C)CO)C[C@H](C)[C@H](CN(C)Cc1ccncc1)O2	.	-0.8	.	2.3	-9.8	-2.5	-0.4	-2.5
COc1ccc(Nc2cc(C)nc(N)n2)cc1	0.2	-1.4	5.5	3.0	-2.3	13.7	0.0	-32.2
Cc1ccc(C(c2cc(Br)ccc2O)N2CCSCC2)cc1 (stereo unspecified)	.	-3.2	-7.7	-14.7	7.1	-1.9	0.0	-2.3
CCOC(=O)C1CCN(S(=O)(=O)NC[C@H]2O[C@@H](n3cnc4c(N)ncnc43)[C@H](O)[C@@H]2O)C1 (stereo partly specified)	-0.2	-3.5	-9.2	-0.5	-5.7	-3.8	0.1	1.9
Cc1noc(C)c1S(=O)(=O)Nc1ccc2c(c1)C(=O)N([C@@H](C)CO)C[C@@H](C)[C@@H](CN(C)C(=O)Nc1cccc3ccccc13)OCCCC[C@H](C)O2	-0.1	5.2	-17.9	-2.7	-15.1	1.9	0.3	9.7
C[C@H]1CN([C@@H](C)CO)C(=O)c2cc(NS(=O)(=O)c3ccccc3)ccc2O[C@@H]1CN(C)C(=O)Nc1ccc(C(F)(F)F)cc1	0.5	.	1.2	.	.	2.1	-0.1	-8.5
CC(=O)c1cccc(NC(=O)CN2C(=O)COc3ccc(S(=O)(=O)N4CCOCC4)cc32)c1	.	-2.3	-1.5	-3.4	-6.4	-5.8	0.0	.
Fc1ccccc1-c1nc(-c2cnccc2C(F)(F)F)no1	.	1.1	1.8	-1.1	0.0	8.7	-0.1	-15.7
Cc1ccc(NC(=O)c2ccc(COc3ccccc3[N+](=O)[O-])o2)nc1	.	-1.2	-3.4	-10.2	-6.1	13.5	-0.1	-14.3

The last 4 entries of the part before lead into the next.
SMILES	E-sel inducer	S100A4 MyoIIA	FN deposition inh	RAD54 inh	RAD52 anneal inh	esBAF inh	Xi reactivation	EWS-Fli block
C[C@H]1CN([C@@H](C)CO)C(=O)c2cc(NS(=O)(=O)c3ccccc3)ccc2O[C@@H]1CN(C)C(=O)Nc1ccc(C(F)(F)F)cc1	0.5	.	1.2	.	.	2.1	-0.1	-8.5
CC(=O)c1cccc(NC(=O)CN2C(=O)COc3ccc(S(=O)(=O)N4CCOCC4)cc32)c1	.	-2.3	-1.5	-3.4	-6.4	-5.8	0.0	.
Fc1ccccc1-c1nc(-c2cnccc2C(F)(F)F)no1	.	1.1	1.8	-1.1	0.0	8.7	-0.1	-15.7
Cc1ccc(NC(=O)c2ccc(COc3ccccc3[N+](=O)[O-])o2)nc1	.	-1.2	-3.4	-10.2	-6.1	13.5	-0.1	-14.3
CCn1ccnc1CN1CCCC(C(=O)c2ccc3cc(OC)ccc3c2)C1 (stereo unspecified)	2.0	-25.1	-16.5	12.2	3.3	-1.1	0.5	30.4
O=C1c2ccccc2C(=O)c2c1cccc2N1CCN(C/C=C/c2ccccc2)CC1	-0.1	-7.4	-3.0	7.9	-10.6	-10.2	0.0	10.6
CC(=O)N1[C@H](CO)[C@@H](c2ccccc2)C12CN(C(=O)Cc1ccccc1)C2	0.1	1.0	.	.	3.0	.	0.2	1.2
COc1ccc(CN(C)CC(=O)Nc2cc3oc4ccccc4c3cc2OC)c(OC)c1	0.3	.	-1.6	-3.9	.	-5.3	0.2	.
NC(=O)c1c(NC(=O)c2ccc(S(=O)(=O)N3CCOCC3)cc2)sc2c1CCCCC2	0.6	-1.1	1.6	.	-15.9	.	0.2	6.1
O=C(c1ccc(Cl)cc1Cl)N1CCOCC1	-0.1	-3.5	2.8	9.8	-0.4	-2.9	0.1	5.0
COCCNC(=O)[C@H]1[C@H](CO)[C@H]2Cn3c(ccc(-c4ccccc4F)c3=O)[C@H]2N1C(=O)C1CCC1	0.4	-0.2	.	.	-1.4	.	0.1	1.6
Cc1ccc(S(=O)(=O)Nc2ccc3c(c2)C(=O)N([C@H](C)CO)C[C@@H](C)[C@H](CN(C)C(=O)Nc2ccccc2)O3)cc1	9.8	34.2	.	-4.0	2.4	-0.4	0.1	0.7
c1ccc(-c2csc3ncnc(N4CCOCC4)c23)cc1	.	2.1	7.4	.	-12.3	.	0.4	1.8
N#Cc1c(NC(=O)C2CC(Cl)=CCC2C(=O)O)sc2c1CCCC2 (stereo unspecified)	.	5.9	2.2	.	-4.7	.	0.0	9.6
Cc1ccc(C)c(S(=O)(=O)N2CCCC2CNC(=O)C(=O)NCCc2ccco2)c1 (stereo unspecified)	-0.1	4.8	-0.6	.	-16.3	2.1	0.0	9.0
CCNC(=O)C1CCCN(C(=O)c2cccc(Cl)c2)CC1 (stereo unspecified)	-0.1	-7.3	8.9	-4.1	-11.8	-1.7	0.1	-2.2
COc1ccc(-c2c(C(=O)c3ccccc3)[nH]c(N)c2C(=O)NCCc2c[nH]c3ccccc23)cc1	0.6	-2.1	-7.6	.	-5.1	.	0.0	-15.2
Cc1cccc(C(=O)Nc2cccc(C(=O)N/N=C/c3cccc(C)n3)c2)c1	0.0	-1.2	1.6	0.5	-12.3	-2.7	0.0	5.1
CCN(CC)C(=O)C1=C(C)N(CCCOC)C(=O)C(CC(=O)NC2CCCCC2)C1 (stereo unspecified)	-0.3	1.8	-7.5	0.8	-10.0	-1.7	0.1	-1.0
CN1CCCN(C(c2ccccc2)c2ccc(Cl)cc2)CC1 (stereo unspecified)	0.0	4.6&-1.2	0.7	12.2	17.2	-9.3	0.0	16.8
COc1ccccc1C(=O)NCCCNC(=O)c1cccnc1	0.1	-5.0	0.0	-3.4	-4.9	0.8	0.4	-0.5
COCCNc1nc2ccccc2n1CC(=O)c1ccc(OC)c(OC)c1	-0.1	2.1	9.6	9.3	4.5	-5.7	0.0	7.5
CC(=O)Nc1cccc(-c2csc(C(O)c3cccc(Cl)c3)n2)c1 (stereo unspecified)	0.3	-2.7	4.3	-9.0	-6.6	3.7	0.0	6.5
C[C@H](CO)N1C[C@H](C)[C@H](CN(C)C(=O)NC2CCCC2)Oc2cc(-c3cccnc3)ccc2S1(=O)=O	-3.3	7.0	-5.1	-23.2	11.5	-0.1	-0.2	4.4
O=C(COC(=O)c1c[nH]c2ccccc12)Nc1ccc(F)cc1	.	-1.7	2.5	-7.6	3.2	3.6	0.5	6.6
C[C@@H]1CN([C@H](C)CO)S(=O)(=O)c2ccc(C3=CCCCC3)cc2O[C@H]1CN(C)S(=O)(=O)c1ccc(F)cc1	0.1	-0.4	.	6.6	7.8	7.1	-0.5	28.0
C#CCNC(=O)C[C@@H]1C[C@@]2(C(=O)OC)CC(C)(C)CC=C2N(Cc2ccccc2)C1=O	0.8	-0.1	4.5	.	-7.2	.	0.2	-19.0
O=C(Cc1ccc([N+](=O)[O-])cc1)N/N=C/c1ccco1	2.3	3.2	-1.2	.	-6.4	.	0.1	-5.3
Cc1ccc2c(c1)c(N=NC(N)=O)c(O)n2C	-1.9	-0.4	7.1	.	-7.6	-3.5	0.0	-0.3
Cc1ccc(CN2CC(=O)N3[C@H](CO)[C@H](c4ccc(Br)cc4)[C@@H]3C2)cc1	10.7	2.3	.	.	-6.1	.	0.2	0.2
O=C(NCc1ccco1)c1sc2cccc(F)c2c1Cl	.	-17.7	.	-5.7	-22.6	44.0*	.	-72.3
Nn1c(SCC(=O)NC(=O)NCc2ccccc2)nnc1C1CC1	.	-2.2	-6.9	-7.4	-5.8	-0.7	.	.
CN(c1ccc(C(=O)NCCSC(C)(C)C)cc1)S(=O)(=O)c1ccccc1	-0.9	4.7	2.3	-19.7	1.0	0.4	0.1	-66.8
Cc1cccc(NC(=O)C2CCCN(S(=O)(=O)c3c(C)nn(C)c3C)C2)n1 (stereo unspecified)	-0.1	-2.0	-24.9	0.3	-8.4	2.6	0.0	7.3
O=C(Nc1ccc2c(c1)N(S(=O)(=O)c1cccs1)CCC2)c1c(F)cccc1Cl	.	-7.9	6.2	1.2	-17.8	7.2	0.3	-6.2
C[C@@H]1CC=C[C@H]2[C@H]1C(=O)N(Cc1ccccc1)[C@H]2c1ccc(Br)cc1F	0.3	1.6	4.6	-0.7	-74.7	0.4	0.6	-3.4
COc1ccc(NC(=O)N(C)C[C@@H]2OCCCC[C@@H](C)Oc3ccc(NC(=O)Nc4ccc(C(F)(F)F)cc4)cc3C(=O)N([C@@H](C)CO)C[C@H]2C)cc1	0.3	-6.9	.	1.7	5.1	1.9	0.6	3.1
N#Cc1c(Cl)cccc1N1CCC(C(N)=O)CC1	-0.1	9.2	-2.7	-3.7	-12.1	.	0.0	7.2
O=C(N[C@H]1/C=C\[C@@H](O)CCCC1)OCc1ccccc1	-3.2	-6.5	4.4	1.0	-10.7	69.5*	0.1	-85.0
CCN(CC(=O)Nc1c(F)cccc1F)C(=O)c1cnc(C)cn1	1.0	6.2	13.9	-0.8	14.2	-0.5	-0.1	-5.3
COc1ccc(CC(=O)Oc2ccccc2[N+](=O)[O-])cc1	.	-7.2	5.9	5.4	-2.6	-9.4	0.1	6.9
CCCC(=O)Nc1ccc2c(c1)OC[C@@H](C)N(CCC)C[C@H](C)[C@@H](OC)CN(C)C2=O	0.1	-10.0	0.3	-9.5	5.5	-3.9	0.1	0.9
O=C(O)CCC(=O)N1CCc2cc(S(=O)(=O)Nc3ccc4c(c3)OCCO4)ccc21	.	38.8	2.9	-20.2	-17.9	-5.6	0.3	6.6
O=[N+]([O-])c1cccc(S(=O)(=O)NCc2ccncc2)c1	.	1.4	-10.5	-5.0	9.3	-15.6	0.0	35.4
COc1ccccc1CNC(=O)C[C@@H]1CC[C@H]2[C@@H](COC[C@H](O)CN2C(=O)Nc2ccc(F)cc2)O1	0.2	-0.3	-1.3	-4.0	-4.1	0.4	0.2	-8.5
COc1cc(C2Nc3cc(Cl)c(S(N)(=O)=O)cc3S(=O)(=O)N2)ccc1OCc1ccccc1 (stereo unspecified)	.	0.7	2.4	3.2	-16.0	?	.	.
